Pf Dd2 growth = blocks in vitro growth of P. falciparum Dd2. 120,000 tested, 4.3% active. Potency, µM (highest dose often 28.9 µM), for inactives: at the highest dose activity, negative = inhibition, hits mostly inhibitors. P. falciparum Dd2 growth, SYBR Green, 72 h; active means well fitted inhibition curve with a large enough effect; inconclusive means small, poorly fitted or top-dose-only effect; inactive means no such curve, though single readings can be large or run the other way;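 further: plate controls were DMSO vehicle for no effect and reference drug for full effect; nearly all actives have a fitted effect of over 65% in size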
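Readout: SYBR Green fluorescence, 485 nm excitation, 535 nm emission, after ~16 h lysis at 37C. Before that, Dd2-infected red cells (2.5% hematocrit) grew 72 h with compound, 29 uM top final concentration.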
The depositor's hits bear a star; i = inactive; u = inconclusive; [ ] = dose if it differs, or a comment. Potency means the concentration at half of the fitted maximal effect. The list is partial; rates above refer to the full screens.

SMILES	Pf Dd2 growth
Cc1ccc(CNC(=O)c2ccc3c(c2)NC(=O)C(CS(=O)(=O)Cc2ccc(F)cc2)N3)cc1 (stereo not drawn)	-7%
COc1ccccc1C(=O)N1CCC2(CC(C(C)C)=NO2)C1 (stereo not drawn)	14%
Cc1ccc(CCNC(=O)c2ccc(CNS(=O)(=O)c3ccc(C)cc3)cc2)cc1	4%
Cc1cccc(C)c1NC(=O)CSc1nc2ncccc2o1	-28%
COc1ccc(-c2cn3nc(N4CCC(C(=O)Nc5ccccc5OC)CC4)sc3n2)cc1	u
O=C(NCCn1ccc2ccccc21)c1ccc(Cl)cc1	27%
O=C(Cc1ccc(OC(F)(F)F)cc1)N1CCC(c2n[nH]c(=O)n2-c2ccccc2)CC1	u
CN1CC2(CCN(C(=O)C3CC3)CC2)CC1C(=O)N1CCOCC1 (stereo not drawn)	6%
Cc1ccccc1CNC(=O)c1cc2cc(S(=O)(=O)N3CCCCC3)ccc2n1C	-18%
CC(C)(C)CC(=O)NC[C@H]1OC[C@@H](NCc2ncc[nH]2)[C@@H]1O	5%[44.1 µM]

Part of the list above, with each value named.
Cc1ccc(CNC(=O)c2ccc3c(c2)NC(=O)C(CS(=O)(=O)Cc2ccc(F)cc2)N3)cc1 (stereo not drawn)
- Pf Dd2 growth: -7%
COc1ccccc1C(=O)N1CCC2(CC(C(C)C)=NO2)C1 (stereo not drawn)
- Pf Dd2 growth: 14%

(next part)
SMILES	Pf Dd2 growth
O=C(NCC1(COc2cnccn2)C[C@@H](O)[C@@H](O)C1)c1cccnc1 (stereo partly drawn)	-21%[44.1 µM]
CN(CC1CCOCC1)S(=O)(=O)c1ccc(Br)s1	i
C=C[C@H]1CN2CC[C@H]1C[C@@H]2CNC(=O)CCCC(=O)O	-15%[44.1 µM]
COCC(=O)N(C1CCOCC1)C1CCN(S(=O)(=O)c2ccccc2C)CC1	i
Cn1nc2n(c1=O)CCC(NS(=O)(=O)c1cccc3cccnc13)CC2 (stereo not drawn)	-5%
COc1ccccc1-n1c(SCC(=O)Nc2ccc(C)cc2)nc(O)cc1=O	i
CCOC(=O)c1c(N)n(-c2ccc(OCC)cc2)c2nc3ccccc3nc12	i
CCN(CC)S(=O)(=O)c1ccc2c(c1)c(=O)c(C(=O)N(C)Cc1ccccc1)cn2C	-20%
Cc1cc(C)c2oc(C(=O)Nc3ccc(S(=O)(=O)N(C)c4ccccc4)cc3)cc(=O)c2c1	29%
COc1cccc(NC(=O)c2sc3nc(C)c(C(=O)Nc4ccc(C)cc4C)c(-c4ccccc4Cl)c3c2N)c1	1µM*
Cc1nn(-c2ccc(F)cc2)c(-n2cccc2)c1C(=O)N1CCN(c2ccc(F)cc2)CC1	-15%
O=c1[nH]c(=O)n(C2CCCCC2)c(O)c1C1=Nc2ccccc2SC(c2ccc(Cl)cc2)C1 (stereo not drawn)	i
CC(=O)Nc1ccc(CN2CCC3(CC2)CC(c2cccnc2)=NO3)cc1	-8%
CC(C)CCNC(=O)N1CCN(C(=O)N2CC3CC(C2)[C@H]2CCCC(=O)N2C3)CC1 (stereo partly drawn)	-12%
CC[C@H]1CN(C(=O)Nc2ccccc2)CC[C@H]1CC(=O)NCc1ccco1	u
O=C(CN1C(=O)NC2(CCCCC2)C1=O)Nc1ccc(C(F)(F)F)cc1	i
Cc1ccc(C)n1-c1c(C(=O)NCCCN2CCN(c3ccc(F)cc3)CC2)sc2ncccc12	u
CC(=O)N[C@H]1CCN(C(=O)C[C@@H]2[C@H](O)CC[C@@H]3[C@]4(C)CO[C@@H](CNC(=O)c5cc(C)on5)O[C@@H]4CC[C@]32C)C1	-5%
CCc1cc2c(cc3c(=O)n(CC(=O)NC4CCC(C)CC4)ncn32)s1 (stereo not drawn)	-19%
O=C(Cn1c(=O)oc2cc(S(=O)(=O)N3CCCCC3)ccc21)NCc1ccc(Cl)cc1	u
Cc1cccc(NS(=O)(=O)c2ccc3[nH]c4c(c3c2)CCCCCC4)c1	u
Cc1ccc(CCNC(=O)CCCn2c(=O)c3ccccc3n(Cc3ccccc3C)c2=O)cc1	-21%
COc1ccc(C(=O)N2CCC3(CC2)CC(N(C2CC2)S(C)(=O)=O)CCO3)cc1 (stereo not drawn)	i
Cc1ccc2c(=O)cc(C(=O)Nc3ccc(S(=O)(=O)Nc4onc(C)c4C)cc3)oc2c1C	-8%
COc1ccccc1-c1ccc2ncc(Nc3ccccc3F)n2n1	u
Cc1csc(NC(=O)c2cnc3c(c2)N(C(=O)Cc2ccc(C(C)C)cc2)CCC3)n1	7.1µM*
COc1cccc(C(=O)Nc2cccc(C(=O)OCc3cc(=O)n4c(C)csc4n3)c2)c1	i
CCOCc1nc(C2CCCN(C(=O)c3ccc(OC)nc3OC)C2)no1 (stereo not drawn)	-3%
COc1ccc(C(=O)c2sc3nc(-c4ccc(C)cc4)cc(C(F)(F)F)c3c2N)cc1	6%
CC(C)NS(=O)(=O)c1cc(C(=O)O)cc(-c2cccc3c2OCC3)c1	-3%
COc1ccccc1NC(=O)Cn1c(-c2ccc(Cl)cc2)nc(C)cc1=O	-13%
CCCN(CC1CCOC1)C(=O)Nc1ccccc1Cl (stereo not drawn)	15%[5.79 µM]
CN1CCC(NC(=O)c2ccc3c(c2)n(Cc2ccc(F)cc2)c(=O)c2ccnn23)CC1	2.5µM*
CCc1nn(Cc2cc(C)ccc2C)c(=O)c2cc3cc(C)ccc3n12	2%
CC(NC(=O)CCc1ccccc1)C(=O)N1CCN(c2ccccn2)CC1 (stereo not drawn)	-3%
COc1cccc(-c2cc(C(=O)NCCC(C)n3ccnc3)[nH]n2)c1 (stereo not drawn)	u
CCOC(=O)N1CCc2c(sc3c2c(=O)n(Cc2ccccc2)c(=O)n3CC(=O)Nc2ccc(C)c(C)c2)C1	u
Cc1oc(-c2ccccc2Cl)nc1CN1C(=O)CN=C(c2ccccc2)c2cc(Cl)ccc21	-12%
Cc1cccc(Cc2c(C)nc3nc(SCc4cccc(F)c4)nn3c2C)c1	-2%
O=C([C@@H]1C[C@H](Oc2ccccc2)CN1C(=O)c1ccoc1)N1CCOCC1	22%
CS(=O)(=O)N1C[C@H]2CCN(C(=O)c3cc(Cl)ccc3F)C[C@H]21	10%
Cc1noc(-c2ccc(OC(F)(F)F)cc2)c1C(=O)NCc1ccccc1Cl	-5%
COC(=O)N1CCC2(C1)C(=NC1CCCCC1)NC(=O)N2c1cccc(OC)c1 (stereo not drawn)	5%
COc1ccc(C(=O)Nc2ccc3nc(SCC(=O)N(C)c4ccccc4)sc3c2)cc1	u
Clc1ccc(OCc2nc3ccccc3n2Cc2ccccc2)c(Cl)c1	u
COc1cccc(N2CC(C(=O)NCCSC)NC2=O)c1 (stereo not drawn)	u
Cn1cc(CN2C[C@@H]3OCC(=O)N[C@@H]3C2)c2ccccc21	i
Cc1cc(CN2CCC(CO)(CN3CCCC3)CC2)ccc1F	-28%
Cc1cnc(C2CCC2)n1CC1CCN(C(=O)Cc2cccnc2)CC1	4%
COC[C@@H]1CN(Cc2cccc(C#N)c2)C[C@H]1c1ccncc1	u

The results go on.
SMILES	Pf Dd2 growth
Cc1ccc(-n2nc3c(=O)n(CC(=O)NCc4ccco4)nc(C)c3c2C)cc1	37%[activator]
CNC(=O)c1cn2c(n1)CN([S+](C)(=O)[O-])CC2	60%[activator][44.1 µM]
Cc1cc(NC(=O)CN2C(=O)NC(c3ccc(Cl)cc3)C3=C2COC3=O)no1 (stereo not drawn)	i
COCC1CN(C)CC12CCN(C(=O)c1cc(C)nn1C)CC2 (stereo not drawn)	i
O=C(c1ccc2[nH]ncc2c1)N1CCOCC12CCN(Cc1ccccc1Cl)CC2	i
CCN1c2cc(C(=O)NCc3cc(F)ccc3F)ccc2C(=O)N2CCCCC21 (stereo not drawn)	4µM*
CC(C)CC(=O)N1CCCCCNC(=O)[C@@H]2CCCC[C@@H]21	47%[activator]
COc1cc2c(cc1Oc1ccccc1)NC(=O)C21CCN(Cc2nccn2C)CC1	u
O=C(NC[C@H]1C[C@@H]2CCN1C[C@@H]2CN1CCN(c2ccc(F)cc2)CC1)Nc1ccccc1	i
COc1ccc(-c2noc(CN(C)CCOc3ccc(C)cc3)n2)c(OC)c1OC	-3%
CS(=O)(=O)N1CCCN(C(=O)c2ccco2)CCNC(=O)CC1c1ccccc1 (stereo not drawn)	-1%
CCOc1ccc(NC(=O)Cn2c(=O)n(Cc3ccco3)c(=O)c3ccc(C(=O)NC4CCCC4)cc32)cc1	u
Cc1ccc(N2CCC(NC(=O)CC(C)C)C2=O)cc1C (stereo not drawn)	-14%
Cc1ccc(NC(=O)CN(c2ccc(C)cc2)S(=O)(=O)c2cccc3nonc23)cc1	u
COc1ccc(CNC(=O)[C@@H]2Cc3nc[nH]c3CN2C(=O)NC(C)C)cc1	1%[44.1 µM]
COc1cc(C(CC(=O)Nc2cc(C)ccc2C)N2Cc3ccccc3C2=O)cc(OC)c1OC (stereo not drawn)	u
Cc1c(Cl)cccc1NC(c1ccc(F)cc1)c1nnc(-c2ccccc2)o1 (stereo not drawn)	i
CCOC(=O)c1ccc(NC(=O)Cn2c(C)cc3nc4n(c(=O)c32)CCCC4)cc1	-30%
Cn1cc(S(=O)(=O)c2ccc(Cl)cc2)c(=O)c2cc(F)c(N3CCOCC3)cc21	u
O=C(c1ccc(Cl)s1)N1CCC(N(C(=O)C2CC2)C2CCOCC2)CC1	u
CCCCc1cc(C[C@@H]2C[C@H](NC(=O)C3CC3)C2(C)C)no1	-3%[44.1 µM]
COC[C@@H]1CNC[C@H]1C(=O)NC1CC1	6%
Cc1nccn1CC(=O)NCC1CCN(c2cc(-c3ccc(F)cc3)[nH]n2)CC1	u
CNC(=O)[C@@H]1C[C@H](Oc2ccccc2)CN1C(=O)Cn1c(=O)oc2ccccc21	-17%
Cc1ccc(S(=O)(=O)N2CCCC(CCC(=O)O)C2)cc1 (stereo not drawn)	-4%
O=C1CCN(C(=O)[C@@H](Cc2ccccc2)NS(=O)(=O)c2cccc3cccnc23)CCOCCN1	i
COc1ccc(C(=O)N2CCC3(CC2)CC(N(Cc2ccccc2)C2CC2)CCO3)cn1 (stereo not drawn)	u
COc1ccc(CCCn2ccnc2-c2cn(C3CCNCC3)nn2)cc1	-7%
Cc1cnc(C(=O)N2CCC3(CC2)NCCc2c3[nH]c3ccccc23)cn1	u
CCn1c(Cn2ccnc2C)nnc1C1CCN(C(=O)C2(N)CC2)CC1	8%

In another format: entries from further up
CCCCc1cc(C[C@@H]2C[C@H](NC(=O)C3CC3)C2(C)C)no1
  Pf Dd2 growth = -3%[44.1 µM]

COC[C@@H]1CNC[C@H]1C(=O)NC1CC1
  Pf Dd2 growth = 6%

Cc1nccn1CC(=O)NCC1CCN(c2cc(-c3ccc(F)cc3)[nH]n2)CC1
  Pf Dd2 growth = u

CNC(=O)[C@@H]1C[C@H](Oc2ccccc2)CN1C(=O)Cn1c(=O)oc2ccccc21
  Pf Dd2 growth = -17%

(next part)
SMILES	Pf Dd2 growth
O=C(CCn1ccn2nc3c(c2c1=O)CCCC3)N1CCN(c2ccc(Cl)cc2)CC1	-9%
COc1cccc(CNC(=O)Cn2nc3n(c2=O)CCCCC3)c1OC	3%
Cc1ccc(C(=O)N2CCC3(CC2)C(=O)Nc2ccccc23)cc1	47%[activator]
Cc1ccccc1C(=O)N1CCC2(CC1)NC(=O)N(c1ccc(F)cc1)N2	u
CCn1c2ccccc2c2cc(NC(=O)COc3cc(C)ccc3C)ccc21	112%[activator]
COc1ccccc1CN1CCN2C(=O)N(C3CCOCC3)C[C@H]2C1	7%[44.1 µM]
CCc1ccc(N2CC(c3noc(-c4ccccc4)n3)CC2=O)cc1 (stereo not drawn)	86%[activator]
Cc1ccsc1CN1CCc2nc(N3CCOCC3)[nH]c(=O)c2CC1	i[5.79 µM]
NC(=O)[C@@H](Cc1c[nH]c2ccccc12)NC(=O)[C@@]1(O)C[C@@H](O)[C@H](O)[C@@H](NC(=O)NC2CCCCC2)C1	5%
CC1CCc2c(sc(NC(=O)Cn3nnc(-c4ccc(C(F)(F)F)cc4)n3)c2C#N)C1 (stereo not drawn)	4%
CCc1ccc(CNC(=O)C(C)n2ccc3cc(S(=O)(=O)N4CCCCCC4)ccc32)cc1 (stereo not drawn)	-5%
Cn1c(Cn2cccn2)nnc1C1CC(Nc2ncnc3ccsc23)C1 (stereo not drawn)	-9%
Fc1ccc(N2CCCN(CC3[C@H]4CNC[C@@H]34)CC2)cc1 (stereo partly drawn)	u
Cc1cc(C[C@@H]2COC[C@@H]2NC(=O)c2ccc3nc(C)sc3c2)on1	u
CCNC(=O)N1CCC(C2CCN(C(C)=O)CC2)C1 (stereo not drawn)	20%
CCc1cccc(NC(=O)Cn2nc(C)c3sc4ccccc4c3c2=O)c1	17%
CCN(CC)c1cc(CCC(=O)NCc2ccccc2OC)ccn1	u
Cc1noc(C)c1CCC(=O)N1CCn2nc(Cc3ccccc3)cc2C1	-13%
COc1cccc(CNC(=O)COc2cc(=O)n(C)c3ccccc23)c1	2%
CCC(C)NC(=O)C1(c2ccc(NC(C)=O)cc2)CCCCC1 (stereo not drawn)	2%
Cc1ccc(C)c(CN2CCC(CNC(=O)Nc3ccc(Br)cc3F)CC2)c1	8.9µM*
COCCN1C(=O)[C@H]2CN(Cc3cccc(C(F)(F)F)c3)C[C@H]2C1=O	36%[activator]

Assay outcomes (PubChem)
